High-throughput results (PubChem BioAssay)
MEKK2 WT-MEK5: modulators of MEK5 binding to wildtype MEKK2, primary screen, biochemical, multiplex bead flow cytometry, Alexa488-MEK5. Alexa488-MEK5 binding to MEKK2 WT; actives lie on both sides. Mitogen-activated protein kinase kinase kinase 2 (Homo sapiens), Q9Y2U5. binding response (% of control), % at 10 µM. 290,000 tested, 1.1% active. AID 1531, 2009; in the data active = binding response below about 67% or above about 130%
PfM18AAP inh: PfM18AAP inhibitors, malaria aminopeptidase, primary screen, biochemical, QFRET, recombinant enzyme; M18 aspartyl aminopeptidase (Plasmodium falciparum 3D7); H-Glu-NHMec fluorogenic cleavage; inhibition, % at 7.35 µM; 290,000 tested, 1.2% active;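 active = inhibition above the campaign mean inhibition over all tested compounds plus 3 SD, cut at about 28% in these data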;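 also: 0% = plate median of test compound wells and 100% = 2 mM ZnCl2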
GPR7 antag: GPR7 receptor antagonists, primary screen, cell-based, fluorescence, single concentration; inhibition, % at 4.4 µM; GPR7-expressing cells, fluorescence antagonist assay; Neuropeptides B/W receptor type 1 (Homo sapiens), P48145; AID 1861, 2009; 290,000 tested, 1.1% active; in the data active = inhibition above about 16%, passing the limit was not always enough;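 also: cells stimulated with the agonist NPW; 0% = agonist with vehicle and 100% = vehicle without agonist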
OXTR ag: human OXTR agonists, primary screen, fluorescence, CHO-OTR cells, Fluo-8 calcium; activation, % at 3 µM; Oxytocin receptor (Homo sapiens), P30559; 320,000 tested, 0.32% active; Fluo-8 calcium fluorescence; normalized: DMSO 0%, oxytocin 100%;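 active = activation above the mean of all tested compounds plus 3 SD, cutoff set per screening run, cut at about 20% in these data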;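 also: peak over basal fluorescence ratio from a 100 s FLIPR kinetic read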
MEKK3 PB1 HTS: modulators of MEKK3-MEK5 PB1 binding, primary screen, biochemical, wildtype MEKK3, multiplex bead flow cytometry, Alexa488-MEK5; Mitogen-activated protein kinase kinase kinase 3 (Homo sapiens), Q99759; bead-based flow cytometry, Alexa488-MEK5 binding to MEKK3; actives lie on both sides; 0 = blocked by unlabeled MEK5, 100 = vehicle; binding response (% of control), % at 10 µM; 290,000 tested, 1.4% active; AID 1529, 2009;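 active = binding response more than 3 SD above or below the average of its plate-row segment, actives on both sides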;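 also: Alexa488 bead fluorescence after subtracting the streptavidin-only scavenger bead signal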
Target sequence (Q99759 whole entry, looked up): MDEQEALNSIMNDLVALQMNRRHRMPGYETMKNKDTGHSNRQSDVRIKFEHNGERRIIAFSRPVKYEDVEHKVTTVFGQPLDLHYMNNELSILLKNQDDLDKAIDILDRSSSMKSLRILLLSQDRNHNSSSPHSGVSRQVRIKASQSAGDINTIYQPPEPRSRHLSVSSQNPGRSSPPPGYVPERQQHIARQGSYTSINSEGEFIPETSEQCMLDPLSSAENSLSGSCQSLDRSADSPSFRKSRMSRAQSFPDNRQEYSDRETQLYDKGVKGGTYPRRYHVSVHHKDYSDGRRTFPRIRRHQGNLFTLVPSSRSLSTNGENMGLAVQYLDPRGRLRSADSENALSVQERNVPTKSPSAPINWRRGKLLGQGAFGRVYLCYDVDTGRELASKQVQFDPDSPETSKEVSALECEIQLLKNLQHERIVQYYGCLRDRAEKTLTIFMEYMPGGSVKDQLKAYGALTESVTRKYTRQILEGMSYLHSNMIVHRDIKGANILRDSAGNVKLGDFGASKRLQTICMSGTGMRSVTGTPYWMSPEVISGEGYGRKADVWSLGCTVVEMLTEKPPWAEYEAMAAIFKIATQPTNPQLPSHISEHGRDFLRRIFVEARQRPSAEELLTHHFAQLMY
PHOSPHO1 block: PubChem AID 1565; inhibition, % at 13.3 µM; 290,000 tested, 1.1% active; Phosphoethanolamine/phosphocholine phosphatase (Homo sapiens), Q8TCT1; recombinant PHOSPHO1, absorbance phosphatase assay; in the data active = inhibition above about 60%
Target sequence (Q8TCT1 whole entry, looked up): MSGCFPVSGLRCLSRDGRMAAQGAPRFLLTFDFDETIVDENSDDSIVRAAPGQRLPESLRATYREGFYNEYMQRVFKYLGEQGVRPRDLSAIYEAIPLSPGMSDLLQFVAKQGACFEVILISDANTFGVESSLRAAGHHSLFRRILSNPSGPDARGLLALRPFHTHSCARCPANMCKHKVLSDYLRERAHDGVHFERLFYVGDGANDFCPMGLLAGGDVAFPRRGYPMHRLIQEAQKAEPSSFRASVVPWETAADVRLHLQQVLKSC
NALP1 inh: NALP1 inflammasome inhibitors in reconstituted yeast, colorimetric, S. cerevisiae, triplicate retest | S. cerevisiae NALP1/ASC/caspase-1 growth, X-gal OD620, 72 h | inhibition, % at 10 µM | 280,000 tested, 0.61% active | AID 2071, 2009; in the data active = inhibition mostly above about 24%, no sharp cut-off; inactive = mostly below about 32%; also: some compounds called inactive have numbers as strong as hits
MEKK2 mut-MEK5: MEK5 binding signal on mutant MEKK2 PB1, primary screen, biochemical, multiplex bead flow cytometry, Alexa488-MEK5; Alexa488-MEK5 binding to MEKK2 mutant; percent response, % at 10 µM; 290,000 tested, 0.35% active; AID 1530, 2009; in the data active = percent response above about 24%, passing the limit was not always enough; also: inactives centre near 1; some results filed as inactive read as strong as hits; reference of the scale not given here
DNA FID counter: compounds displacing fluorescent DNA intercalator, primary screen, artefact control for HCV NS3 helicase inhibitor project, biochemical, FID fluorescence; inhibition, % at 7.9 µM; 290,000 tested, 0.17% active; DNA fluorescent intercalator displacement; in the data active = inhibition above about 37%;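 also: 0% = vehicle and 100% = reference compound; higher means more ethidium bromide displaced from hairpin DNA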
The depositor's hits bear a star; x = not tested or not shown; + = active, no number; [ ] = remark or other dose.

SMILES	MEKK2 WT-MEK5	PfM18AAP inh	GPR7 antag	OXTR ag	MEKK3 PB1 HTS	PHOSPHO1 block	NALP1 inh	MEKK2 mut-MEK5	DNA FID counter
CC(C)CCNC(=O)CN(Cc1ccccc1)C(=O)CCC(=O)Nc1ccccn1	95	-8	-3	0.6	102	27	11	0	-33
COc1cc(-c2nnco2)cc(OC)c1OC	96	6	-7	-0.7	97	8	2	-4	-6
CN(C)c1ccc(C(=O)/C=C/c2ccccc2)cc1	90	-2	-3	-1.6	101	8	-2	-7	11
COc1ccccc1N1CCN(CC(=O)c2c(C)n(C)c3ccccc23)CC1	102	7	-7	-1.8	100	12	20	3	11
CCn1c(SCC(N)=O)nnc1-c1ccc(S(=O)(=O)N2CCN(C)CC2)cc1	97	-4	-12	-0.4	98	4	28	-6	-1
CCOC(=O)C1=C(CN2CCC(C)CC2)NC(=O)NC1c1ccc(Cl)cc1 (configuration not stated)	94	-13	-13	-0.7	99	2	10	-2	3
COc1cc(NC(=O)c2ccc3snnc3c2)cc(OC)c1	97	1	-3	-2.1	96	22	x	-21	-8
O=S(=O)(c1cccc(C(F)(F)F)c1)N1CCC(CO)(CCCc2ccccc2)CC1	99	1	26	0.6	103	30	16	5	-26
CCOC(=O)c1ccc(N=NN(C)C)cc1	103	0	-8	-1.1	103	33	1	4	-2
Cc1ccc(S(=O)(=O)N(C)c2ccc(OCC(=O)NC3=NCCS3)cc2)cc1	92	-14	-1	1.3	101	8	10	-2	-14

The last six compounds of the section above are carried over, then new ones follow:
SMILES	MEKK2 WT-MEK5	PfM18AAP inh	GPR7 antag	OXTR ag	MEKK3 PB1 HTS	PHOSPHO1 block	NALP1 inh	MEKK2 mut-MEK5	DNA FID counter
CCn1c(SCC(N)=O)nnc1-c1ccc(S(=O)(=O)N2CCN(C)CC2)cc1	97	-4	-12	-0.4	98	4	28	-6	-1
CCOC(=O)C1=C(CN2CCC(C)CC2)NC(=O)NC1c1ccc(Cl)cc1 (configuration not stated)	94	-13	-13	-0.7	99	2	10	-2	3
COc1cc(NC(=O)c2ccc3snnc3c2)cc(OC)c1	97	1	-3	-2.1	96	22	x	-21	-8
O=S(=O)(c1cccc(C(F)(F)F)c1)N1CCC(CO)(CCCc2ccccc2)CC1	99	1	26	0.6	103	30	16	5	-26
CCOC(=O)c1ccc(N=NN(C)C)cc1	103	0	-8	-1.1	103	33	1	4	-2
Cc1ccc(S(=O)(=O)N(C)c2ccc(OCC(=O)NC3=NCCS3)cc2)cc1	92	-14	-1	1.3	101	8	10	-2	-14
CCC(=O)NCCN1CCN(C(=O)CC)CC1	94	-4	1	0.2	97	-5	5	0	-2
CCCOC(=O)c1ccc(Oc2cn[nH]c2-c2ccc(O)cc2O)cc1	97	-1	7	6.5	96	25	12	-10	-6
CCOc1ccc2cc(C(=O)c3ccccc3)c(=O)oc2c1	96	-4	6	-1.8	99	-32	26	-2	-3
Cc1ccc(CC(=O)Nc2cccc(C)n2)cc1	106	-1	-20	-0.2	101	45	-8	5	-3
Cn1c(=O)oc2cc(S(=O)(=O)NCC3CCCO3)ccc21 (configuration not stated)	95	-6	-6	2.5	101	x	x	4	-2
O=C(NC(=S)NNC(=O)c1cccs1)c1ccc(Br)o1	97	10	1	13	99	94*	5	-2	-2
CCOC(=O)c1sc(NC(=O)CSc2nc3c(c(=O)n2-c2ccc(C)cc2)SCC3)c(C(=O)OCC)c1C	73	2	4	-0.1	71*[inhibitor]	1	27	8	-1
CN(CC(=O)NCCc1ccc(S(N)(=O)=O)cc1)S(=O)(=O)c1ccc(Br)s1	98	1	-9	-0.2	99	32	8	0	-10
CN1C(=O)Cc2cc(S(=O)(=O)NCc3c(F)cccc3Cl)ccc21	96	3	4	1.3	102	31	17	-3	-13
CCOC(=O)c1c(C)n(O)c2ccc(Cl)cc2c1=O	98	5	-14	0.7	99	9	-10	3	1
COc1ccc(/C=N/NC(=O)c2ccccc2O)cc1CN1CCOCC1	89	3	-15	0.3	97	24	-10	8	-1
C/C(=N\NC(=O)C1CC1)c1cccc(NC(=O)c2cccc(Cl)c2)c1	98	0	-9	-0.1	103	-9	7	1	-2
CCCc1nnc(SCC(=O)N2C(C)CCCC2C)n1CC (configuration not stated)	812*	-1	-9	1.9	145*	-5	-3	+	-14
O=C1C2C3C=CC(CC3)C2C(=O)N1/N=C/c1ccccc1O (configuration not stated)	95	1	4	0.2	95	37	-4	-6	0
CN1CCN(c2ccccc2NC(=O)c2ccc(-c3ccc(Br)cc3)o2)CC1	125	4	-15	-1.1	104	28	26	13	3
Cn1c(N)c(C(=O)COC(=O)Cn2cc(C(F)(F)F)ccc2=O)c(=O)n(C)c1=O	100	5	-1	0.7	98	6	-14	-7	-1
Cc1[nH]c(C(=O)O)c(C)c1C(=O)OC(C)C	111	8	-11	0.6	107	8	x	9	1
Cc1cc(N=CC2=C(O)CCCC2=O)no1	94	3	-14	-0.8	96	16	-9	-7	-8
O=C(Cn1cc(SCc2ccccc2Cl)c2ccccc21)N1CCOCC1	119	0	9	6.0	99	-3	42	9	-19
O=C(NCc1ccc(F)c(F)c1)C1CCC(=O)N(CCc2ccccc2)C1 (configuration not stated)	103	-5	-8	x	103	26	6	-3	-20
COc1ccc(C(=O)CCc2nc3ccccc3s2)cc1	104	5	1	-1.9	127	-17	25	0	-21
CN(C)CC(O)COc1cccc(OCC(O)CN(C)C)c1 (configuration not stated)	x	-2	-9	0.6	x	19	8	x	9
Cc1ccc(-c2ccc(S(=O)(=O)N3CC(C)OC(C)C3)cc2)cc1 (configuration not stated)	104	-4	0	-1.7	102	8	7	2	-18
COc1cc(NC(=S)NC(=O)c2cccs2)ccc1NC(=O)C(C)C	99	15	-15	0.0	97	43	-12	1	-17
O=C(c1ccc(F)cc1)N1CCN2C(=O)c3ccccc3C12c1ccccc1 (configuration not stated)	66	-9	-6	-1.5	60*[inhibitor]	28	11	-38	-22
O=C(CC(Sc1ccccc1)c1cccs1)c1ccco1 (configuration not stated)	101	10	-1	-1.6	103	22	5	-1	-1
O=C(Nc1ccccc1)c1ccc(CSc2ccccn2)cc1	92	-15	16	-1.8	97	16	20	-7	-5
Cc1ccc(C2C(C#N)=C(N)Oc3n[nH]c(-c4cccnc4)c32)o1 (configuration not stated)	87	11	-9	0.7	100	-5	4	-15	-8
C=C(C)c1cccc(C(C)(C)NC(=O)Nc2ccc3[nH]c(=O)[nH]c3c2)c1	98	0	-7	-0.2	100	-16	14	1	-17
Cc1cc(NC(=O)NN2CCOCC2)nn1-c1c(Cl)cccc1Cl	101	-9	-6	-1.2	101	32	5	1	-4
CC(C)(C)CC(C)(C)NC(=O)CSCC(=O)Nc1ccc2ccccc2c1	91	0	-6	-0.1	84	-7	16	-2	-16
CC(O)CNc1cc(N)c([N+](=O)[O-])cc1[N+](=O)[O-] (configuration not stated)	101	-5	-3	2.0	96	4	4	1	-8
COC(=O)c1c(NC(=O)c2ccoc2C)sc2c1CCC2	97	-3	-12	-1.0	94	13	-18	-2	-13
CCCCC(NC(=O)Cc1c(C)c2cc3c(C)c(C)oc3c(C)c2oc1=O)C(=O)O (configuration not stated)	102	2	-3	0.9	101	15	31	6	-17
CCOC(=O)C1=C(CN2CCCCCC2)NC(=O)NC1c1ccc2c(c1)OCO2 (configuration not stated)	92	-11	15	-0.9	93	-4	0	-3	10
O=C(NCC(=O)N(Cc1ccco1)C(C(=O)NC1CCCC1)c1cccnc1)c1cccs1 (configuration not stated)	93	4	-5	-1.3	92	11	0	-1	-9
CC(=O)c1cccc(NC(=O)NCc2cccs2)c1	77	0	-2	1.0	75	7	16	-11	0
CCN(CC)Cc1c(O)ccc2c(=O)c(Oc3ccccc3OC)c(C)oc12	104	4	-10	-0.5	101	23	-15	5	2
Cc1c2cccn2cc[n+]1C	92	-11	-11	1.8	89	41	36	-2	2
COc1ccc(CCn2c(=N)c(C(=O)NC3CCCC3)cc3c(=O)n4ccccc4nc32)cc1OC	100	1	-11	-0.2	100	24	23	0	8
CCCCOc1ccc(-c2nc(/C=N/c3nccs3)c(O)o2)cc1	103	-1	1	1.9	115	3	32	1	0
O=C(Nc1nnc(S(=O)(=O)N2CCCCCC2)s1)c1ccccc1Br	89	-2	9	2.6	91	25	20	-5	-29
O=C(O)COc1ccccc1/C=N/NC(=O)c1cc2ccccc2cc1O	100	7	-10	1.1	99	-6	2	1	-32
CCC(C)(C)NC(=O)/C=C/c1ccc(OC)c(S(=O)(=O)N2CCOCC2)c1	94	6	-8	0.4	92	9	31	-2	-20
Cc1cc(C)cc(OCC(=O)OCC(=O)NCc2ccco2)c1	112	5	0	-1.6	108	14	2	6	-9
CSCC[C@H](NC(=O)CC(C)(C)C)c1nc2ccccc2[nH]1	102	1	-9	0.3	103	-4	0	3	0
COC(=O)[C@@H](NC(=O)NCc1ccco1)C(C)C	100	-1	-6	0.1	100	6	13	2	-4
CCOC(=O)c1[nH]ncc1CN1CCCC(C(=O)c2cccc(OC(C)C)c2)C1 (configuration not stated)	99	2	-5	0.2	94	11	0	-2	0
O=C(COC(=O)c1ccccn1)Nc1ccccc1OC(F)F	97	0	-12	0.4	100	40	16	-6	0
CCOC(=O)c1c(C)oc2c(CN3CCN(C)CC3)c(Br)c(OC)c(O)c12	112	-2	5	-0.6	102	21	8	3	9
Other records follow:
SMILES	MEKK2 WT-MEK5	PfM18AAP inh	GPR7 antag	OXTR ag	MEKK3 PB1 HTS	PHOSPHO1 block	NALP1 inh	MEKK2 mut-MEK5	DNA FID counter
O=S(=O)(Nc1ccc(Br)cc1)c1cccc2nonc12	101	-7	-12	1.2	102	37	-1	6	-2
N#C/C(=C(/O)c1cccs1)c1nnc2n1CCCCC2	98	-5	-7	-0.7	101	-12	5	-2	-6
O=C(Cn1cnc2c(nnn2Cc2ccc(F)cc2)c1=O)NCc1ccccc1	106	-2	-5	0.5	109	38	x	13	-8
COc1ccc(NC(=O)c2cc3cc(OC)ccc3oc2=N)cc1	100	1	-9	-0.2	105	-29	14	2	2
O=C(NCC1CCCO1)c1ccc([N+](=O)[O-])o1 (configuration not stated)	106	-3	-8	x	103	23	8	5	-3
O=C1CCC(C(=O)N(Cc2ccco2)C2(C(=O)NC3CCCC3)CCCCC2)N1 (configuration not stated)	104	-4	28*	4.3	97	-23	5	2	-12
Cc1[nH]c(=O)[nH]c(=O)c1NC(=O)c1ccc(OC(C)C)cc1	95	-1	1	0.7	105	33	5	-4	9
O=C(OCC(=O)N1CCCC1)c1ccccc1O	91	-12	-3	0.5	97	22	4	-2	-3
Cc1noc(NS(=O)(=O)c2ccc(NC(=O)CSc3n[nH]c(-c4ccccc4)n3)cc2)c1C	106	-10	-7	0.9	101	2	2	3	-25
COc1ccc(Nc2nc(-c3ccc(OC)cc3)cs2)cc1	101	0	-4	-1.2	101	-16	3	1	-3
O=C(CCc1c[nH]c2ccccc12)NCC1CCCO1 (configuration not stated)	106	1	-11	-0.2	101	-6	2	6	0
CCc1nnc(N/N=C/c2cccs2)n1N	95	53*	-7	0.6	99	4	20	0	-2
O=C1S/C(=C\c2ccc(N3CCOCC3)o2)C(=O)N1Cc1c(F)cccc1Cl	81	5	3	2.6	91	10	0	-11	-12
